Screens from PubChem BioAssay.
PGC1a acetyl inh – modulators of PGC1a acetylation; inhibition, % at 15.6 µM; actives 0.17% (n = 350,000); U2OS PGC1a acetylation, AlphaScreen anti-acetyl-lysine; with virally co-expressed GCN5 acetyltransferase; AID 651687;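 active = every replicate shows inhibition of at least 40%; inconclusive = mean inhibition at least 40% but some replicate below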;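 also: 0% = neutral control wells and 100% = positive control wells; some results beyond the cut were filed as inactive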
ERAP1 inh – blocks human ERAP1 aminopeptidase activity | Q9NZ08 | recombinant ERAP1, Leu-AMC fluorescence, 60 min | inhibition, % at 10.7 µM | actives 0.15% (n = 340,000);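 active = mean replicate inhibition of at least 30%, or all replicates individually reaching that 30% level; inactive = mean below 30% and not every replicate reaching it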;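 also: 0% = neutral control wells and 100% = L-leucinethiol positive control wells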
Target sequence (Q9NZ08 whole entry, looked up): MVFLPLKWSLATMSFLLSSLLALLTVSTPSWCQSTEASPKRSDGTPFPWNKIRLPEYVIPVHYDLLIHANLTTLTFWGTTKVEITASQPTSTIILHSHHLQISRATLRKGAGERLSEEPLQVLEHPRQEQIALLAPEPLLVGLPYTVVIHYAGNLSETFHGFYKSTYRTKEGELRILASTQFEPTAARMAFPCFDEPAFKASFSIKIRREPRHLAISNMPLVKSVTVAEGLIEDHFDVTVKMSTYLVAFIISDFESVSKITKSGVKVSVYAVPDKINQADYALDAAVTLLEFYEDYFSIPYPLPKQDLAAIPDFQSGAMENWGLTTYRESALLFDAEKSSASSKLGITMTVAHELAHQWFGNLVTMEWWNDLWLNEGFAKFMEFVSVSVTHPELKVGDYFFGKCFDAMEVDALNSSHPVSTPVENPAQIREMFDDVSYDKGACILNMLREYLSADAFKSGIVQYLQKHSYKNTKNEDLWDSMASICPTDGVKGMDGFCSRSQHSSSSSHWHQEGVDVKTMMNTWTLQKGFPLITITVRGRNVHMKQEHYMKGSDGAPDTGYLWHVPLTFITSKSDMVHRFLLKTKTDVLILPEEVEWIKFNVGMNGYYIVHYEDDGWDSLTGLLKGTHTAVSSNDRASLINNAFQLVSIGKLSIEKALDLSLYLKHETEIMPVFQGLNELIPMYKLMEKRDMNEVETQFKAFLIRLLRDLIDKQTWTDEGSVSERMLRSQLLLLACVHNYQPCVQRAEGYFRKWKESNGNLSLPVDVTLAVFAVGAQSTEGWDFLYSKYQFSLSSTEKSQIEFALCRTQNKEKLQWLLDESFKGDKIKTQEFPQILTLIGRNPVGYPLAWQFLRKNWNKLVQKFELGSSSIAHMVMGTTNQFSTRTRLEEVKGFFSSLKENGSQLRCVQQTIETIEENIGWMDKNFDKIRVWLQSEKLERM
LGR2 antag – inhibitors of bursicon-induced Drosophila LGR2 receptor cAMP signaling; HEK293 LGR2, CRE-luciferase, bursicon-stimulated, 4 h; inhibition, % at 9.99 µM; actives 0.35% (n = 380,000); AID 720647;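 active = drop in luminescence signal, shown as inhibition above about 50% in the replicate tests, limit read from the data, passing the limit was not always enough; inconclusive = probably only some replicates passing the limit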;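 also: agonist challenge used bursicon conditioned medium at about half maximal strength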
PglD DTNB – blocks C. jejuni PglD acetyltransferase activity; inhibition, % at 12.5 µM; purified PglD enzyme, DTNB colorimetric CoA detection; AID 602405; actives 0.098% (n = 360,000); in the data active = inhibition above about 16%, passing the limit was not always enough; inconclusive = no clear call, values can overlap the other calls; also: strong numbers were not always called active
FN deposition inh – fibronectin deposition inhibition | AH1F fibroblasts, Alexa488-fibronectin deposition fluorescence, overnight | inhibition, % at 12.6 µM | actives 0.086% (n = 350,000);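 active = mean inhibition across replicates of 30% or more, regardless of how many single replicates reach that level; inconclusive = mean under 30% yet at least half of replicates reach 30%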;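 also: positive control wells lacked labelled fibronectin entirely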
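Schedule: 1 h cell adhesion before compound, then overnight fibronectin incubation; test system: AH1F fibroblast monolayer depositing Alexa488-labelled fibronectin into matrix; quantity: 10000 AH1F cells per well; probe or stimulus: fluorescent fibronectin at 24 nM final; signal: fluorescence, ex 485 nm, em 525 nm; evaluation: percent inhibition as loss of matrix-bound fibronectin fluorescence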
PAX8 inh HTS – inhibitors of PAX8 transcriptional activity in RMG-I cells. AID 652154. inhibition, % at 12.6 µM. actives 1.2% (n = 360,000). RMG-I TPO-luciferase reporter, SteadyGlo, 24 h;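 active = mean replicate inhibition at least 60% with every replicate also reaching 60%; inconclusive = only one of the two criteria is met; inactive = mean below 60% and not all replicates reaching 60%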;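 also: luciferase light reporting Pax8 driven TPO promoter activity; plate controls were median of neutral control wells for no effect and mitoxantrone controls for full effect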
EWS-Fli block – EWS/Fli transcriptional activity inhibition; actives 0.67% (n = 350,000); inhibition, % at 12.6 µM; A673 NR0B1-luciferase reporter, viability-normalised; AID 651661;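 active = mean inhibition of at least 50% after viability correction, with every replicate also passing that limit; inconclusive = mean reaches 50% but only one of two replicates passes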;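 also: firefly luciferase signal divided by Alamar Blue viability fluorescence both relative to DMSO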
S100A4 inh HTS – blocks human S100A4 binding to myosin IIA peptide; P26447; S100A4/TAMRA-MyoIIA peptide fluorescence polarization; inhibition, % at 10.7 µM; actives 0.14% (n = 360,000); AID 652163;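 active = mean inhibition of at least 70% across replicates, with every replicate also reaching that level; inconclusive = mean inhibition reaches 70% but some replicates fall short; inactive = mean inhibition below 70%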
Target sequence (P26447 whole entry, looked up): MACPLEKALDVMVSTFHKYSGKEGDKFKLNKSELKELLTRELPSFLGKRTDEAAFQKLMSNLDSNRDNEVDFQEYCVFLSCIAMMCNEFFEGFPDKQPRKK
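Compound dosing: one dose per compound; test system: human S100A4 monomer with TAMRA-labelled myosin IIA peptide; probe or stimulus: TAMRA-labelled myosin IIA heavy-chain peptide probe, 5 nM; medium: HEPES buffer with Ca2+, pH 7.2; schedule: 5 min incubation before reading; benchmarks: neutral control DMSO, positive control TFP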
Starred values were filed as active, the others as inactive; ? = inconclusive; . = no result given.

SMILES	PGC1a acetyl inh	ERAP1 inh	LGR2 antag	PglD DTNB	FN deposition inh	PAX8 inh HTS	EWS-Fli block	S100A4 inh HTS
C[C@H]1CN([C@@H](C)CO)C(=O)c2cccc(NC(=O)c3nc4ccccc4s3)c2O[C@H]1CN(C)S(=O)(=O)c1cccs1	-0.4	-0.4	-11.7	-0.2	10.8	.	12.1	-3.4
CCCCN(C(=O)c1ccc2c(c1)OCCO2)c1c(N)n(CCCC)c(=O)[nH]c1=O	0.9	2.1	2.2	5.7	3.1	-2.6	3.7	-0.4
CNC(=O)CNC(=O)Nc1ccc(C)cc1	.	-0.7	-13.9	.	-3.7	13.0	-6.7	-3.0
CC(=O)Nc1cc2c(c(Cl)c1Cl)-c1ccccc1C2=O	.	-0.4	0.0	-1.1	9.9	.	-8.0	-8.5
C[N+](C)(C)CCOP(=O)([O-])OC[C@H](O)CO	.	-0.1	-9.7	3.8	2.5	14.3	-2.6	6.1
CSc1nc(-c2ccco2)nn1S(C)(=O)=O	-4.8	.	.	-0.6	-3.8	-10.3	.	.
COc1ccc(C(=O)C2CCCN(C(=O)c3cc(C)nc(C)n3)C2)cc1OC (centres undefined)	3.1	9.7	.	0.5	-7.7	1.5	-0.9	3.6
Cc1csc(SCC(=O)Nc2cccc(S(=O)(=O)N3CCOCC3)c2)n1	-1.3	2.7	-5.1	.	6.4	2.2	4.7	-1.8
COCCNC(=O)c1ccc2c3n(nc2c1)-c1ccc(C)cc1CO3	.	.	-106.9	7.2	-10.5	-155.4	-127.5	-16.3
C[C@H](CO)N1C[C@H](C)[C@H](CN(C)S(=O)(=O)c2cccc(F)c2)Oc2ncc(C#CC3CCCCC3)cc2C1=O	-8.8	1.2	-3.3	-0.3	2.4	13.9	7.0	2.6
COc1ccc2[nH]c(C)c(-c3csc(N)n3)c2c1	.	1.3	9.3	-3.4	-4.1	-15.0	0.9	-3.1
C[C@H](CO)N1C[C@H](C)[C@@H](CN(C)C(=O)CC2CC2)Oc2cc(-c3cccnc3)ccc2S1(=O)=O	8.3	-1.3	3.5	2.0	.	.	-7.1	-2.1
Oc1ccccc1-c1nnc(COc2ccc(Cl)cc2Cl)o1	10.5	-0.7	-51.9	-5.0	10.2	-188.6	-52.6	-2.2
C[C@@H]1CN([C@@H](C)CO)C(=O)c2cc(C#Cc3ccccn3)cnc2O[C@@H]1CN(C)CC1CCOCC1	6.0	6.6	0.1	-3.6	.	-6.3	-22.8	9.9
CCN(CC)S(=O)(=O)c1cccc(NC(=O)c2ccc(SC)cc2OC)c1	.	1.9	21.6	6.4	2.8	-24.2	-16.0	-1.2
CCn1cc(Cl)c(C(=O)Nc2cccc(CN3CCOCC3)c2)n1	.	-1.0	1.0	1.4	.	4.4	.	-5.0
O=C(NCCO)c1ccc(-c2nnc(Nc3ccc(O)cc3)c3ccccc23)cc1	.	0.0	-2.1	-1.8	0.0	7.4	-12.5	3.5
CC(C)NC(=O)Nc1ccc2c(c1)CC(=O)N([C@@H](C)CO)C[C@H](C)[C@@H](CN(C)Cc1ccc(Oc3ccccc3)cc1)O2	-12.8	0.5	20.0	-1.9	.	9.7	16.4	-5.4
CO[C@@H]1CN(C)C(=O)c2ccc(NC(=O)NC(C)C)cc2OC[C@H](C)N(Cc2ccccn2)C[C@H]1C	-7.2	-0.3	-6.9	-1.4	.	4.0	-4.6	9.9
COC(=O)C[C@H]1c2cc(C(F)(F)F)ccc2S(=O)(=O)N1Cc1ccc(OC)cc1	-105.6	.	-6.0	-0.9	-10.0	0.3	1.6	-3.1
Cc1c(N2C(=O)C(=O)/C(=C(/O)c3ccc(Br)cc3)C2c2cccnc2)c(=O)n(-c2ccccc2)n1C (centres undefined)	1.8	-6.5	8.5	.	0.2	-2.9	6.0	5.6
C/C(=N\NC(N)=S)c1ccncc1	-1.8	4.9	5.2	-1.2	2.0	0.8	-1.9	-1.7
C/C=C/c1ccc2c(c1)O[C@@H](CN(C)C(=O)c1ccccc1F)[C@H](C)CN([C@H](C)CO)S2(=O)=O	12.6	-1.1	3.1	-1.4	-0.4	.	1.7	7.6
CC(C)CN1CC(C)C(=O)N(c2ccccc2)C1=O (centres undefined)	-9.8	-2.4	-0.1	-1.3	-9.0	.	-3.8	1.3
CC(C)(C)OC(=O)NCCCCCNC(=O)c1[nH]cnc1C(=O)Nc1cc(Br)ccc1F	5.2	8.9	17.2	-3.9	-5.0	?	17.6	-6.4
O=c1nc(N(c2ccccc2)c2ccccc2)[nH]c(=O)[nH]1	-11.5	.	.	1.3	-8.7	2.9	.	.
CCOc1ccccc1CN1CCNC(=O)C1CC(=O)N(C)CCC1CCOCC1 (centres undefined)	3.5	-0.6	2.0	0.7	-0.3	26.3	.	-4.1
CCOC(=O)c1cccc(NC(=O)CNC(=O)C2CCCCC2)c1	-6.8	-0.8	7.7	1.0	.	.	-5.4	16.4
O=C(CC1CC1)N1CC2(C1)[C@@H](c1ccccc1)[C@H](CO)N2C(=O)c1cnccn1	.	-0.3	5.3	.	.	.	-10.8	-16.4
CCOC(=S)SCC(=O)Nc1nc(-c2ccccc2)cs1	4.3	.	-21.5	12.0	-4.7	12.8	.	.
O=c1cnc2ccccc2n1Cc1ccc(Br)cc1	-8.6	-1.5	-26.1	-5.7	0.8	-61.9	-89.3	-5.3
CCOC(=O)N1CCN(c2c(NCCc3ccc(OC)c(OC)c3)c(=O)c2=O)CC1	3.2	1.5	-9.4	-0.6	-8.5	4.2	-3.8	0.8
Cc1ccc(S(=O)(=O)/N=C2\SC(CC(=O)Nc3ccc(F)cc3)C(=O)N2c2ccccc2)cc1 (centres undefined)	25.3	.	-13.6	-1.3	2.4	3.0	.	.
NC(=O)c1ccc(-c2nnn(CC(=O)Nc3cccc(S(=O)(=O)N4CCCC4)c3)n2)cc1	-10.1	0.6	-9.1	-0.8	9.0	-8.7	-5.1	-1.5
COC(=O)c1ccc(NC(=O)CC2C(=O)N(C)C(=S)N2Cc2ccc(S(N)(=O)=O)cc2)cc1 (centres undefined)	-2.6	.	0.4	2.6	-4.2	-14.7	-7.6	-2.2
CCN(C(=O)COC(=O)c1cc2c(s1)CCCCC2)C1CCS(=O)(=O)C1 (centres undefined)	-0.2	-1.0	-7.4	-0.5	-0.5	.	2.4	2.2
C[C@@H]1CCCCO[C@H](CN(C)CC2CCCCC2)[C@@H](C)CN([C@H](C)CO)C(=O)c2cc(NC(=O)Nc3ccc(C(F)(F)F)cc3)ccc2O1	0.8	-1.8	-0.5	1.1	-2.3	-22.6	-1.2	7.0
CC(=O)NCC(=O)OCC(=O)c1ccc(Br)cc1	11.6	.	9.6	-2.0	-7.4	14.0	.	.
Cc1nc(N)sc1C(=O)N/N=C/c1ccco1	.	-2.1	0.9	-2.6	4.9	7.7	3.7	-6.6
CCCn1nnc(NC(=O)c2ccc3c(c2)OCO3)n1	7.5	1.4	-42.9	.	-1.8	-51.9	-58.1	4.6

Reformatted in markdown: entries from further up.
| SMILES | PGC1a acetyl inh | ERAP1 inh | LGR2 antag | PglD DTNB | FN deposition inh | PAX8 inh HTS | EWS-Fli block | S100A4 inh HTS |
| --- | --- | --- | --- | --- | --- | --- | --- | --- |
| C[C@@H]1CN([C@@H](C)CO)C(=O)c2cc(C#Cc3ccccn3)cnc2O[C@@H]1CN(C)CC1CCOCC1 | 6.0 | 6.6 | 0.1 | -3.6 | . | -6.3 | -22.8 | 9.9 |
| CCN(CC)S(=O)(=O)c1cccc(NC(=O)c2ccc(SC)cc2OC)c1 | . | 1.9 | 21.6 | 6.4 | 2.8 | -24.2 | -16.0 | -1.2 |

Remaining list, next part
SMILES	PGC1a acetyl inh	ERAP1 inh	LGR2 antag	PglD DTNB	FN deposition inh	PAX8 inh HTS	EWS-Fli block	S100A4 inh HTS
C#CCN(C[C@@H]1[C@@H](OC(=O)Nc2cccs2)[C@@H](OC(=O)Nc2cccs2)C[C@H](C(=O)OC)[C@@H]1C(=O)OC)S(=O)(=O)c1ccc(C)cc1	.	-3.0	5.4	.	9.3	39.2	-1.2	-2.0
CCOC(=O)C(=O)NCc1ccc(/C=C2/N=C(C)C(C(=O)OCC)=C2O)o1	4.3	8.7	-4.1	.	.	-7.4	-2.0	-1.4
CCC(=O)N(c1nnc(SCC(=O)c2ccc[nH]2)s1)C1CC1	.	-2.3	-16.0	.	-5.5	-30.3	-20.3	2.0
CCCc1cn(CC[C@H]2CC[C@H](NC(=O)CCN3CCCCC3)[C@@H](CO)O2)nn1	3.2	1.7	13.3	-3.6	-6.1	-6.9	-6.0	13.2
O=C(COC(=O)/C=C/c1cccs1)Nc1ccc(F)cc1	5.7	5.2	15.8	11.1	-0.1	6.7	1.1	-11.2
Cc1cccc(N(Cc2ccccc2)C(=O)CCl)c1	-4.0	-6.6	23.7	.	.	122.7*	52.2*	-3.0
CC1C/C(=N\Nc2ccc(S(N)(=O)=O)cc2[N+](=O)[O-])CC(C)(C)C1 (centres undefined)	-13.9	.	19.2	-5.3	7.9	25.6	.	.
COc1ccc(S(=O)(=O)Nc2ccc3c(c2)C(=O)N([C@@H](C)CO)C[C@H](C)[C@H](CN(C)S(=O)(=O)c2ccccc2)OCCCC[C@@H](C)O3)cc1	-2.2	3.9	-8.9	.	.	11.9	5.7	11.0
CCCNC(=O)C1(C)CCCN(Cc2ccccc2C#N)C1 (centres undefined)	3.4	4.0	-3.7	-2.0	-0.4	-14.5	-7.1	-6.6
O=C1C=C(c2ccc(F)cc2OCc2ccccc2)C[C@@H](c2ccc3c(c2)OCO3)C1	-0.5	-2.6	9.8	-3.1	-2.5	17.5	18.5	9.9

Complete entries as entered above. Order of screens: PGC1a acetyl inh | ERAP1 inh | LGR2 antag | PglD DTNB | FN deposition inh | PAX8 inh HTS | EWS-Fli block | S100A4 inh HTS
`CCCNC(=O)C1(C)CCCN(Cc2ccccc2C#N)C1` (centres undefined) across the screens: 3.4 | 4.0 | -3.7 | -2.0 | -0.4 | -14.5 | -7.1 | -6.6
`CCOC(=O)C(=O)NCc1ccc(/C=C2/N=C(C)C(C(=O)OCC)=C2O)o1` across the screens: 4.3 | 8.7 | -4.1 | . | . | -7.4 | -2.0 | -1.4

Additional structures.
SMILES	PGC1a acetyl inh	ERAP1 inh	LGR2 antag	PglD DTNB	FN deposition inh	PAX8 inh HTS	EWS-Fli block	S100A4 inh HTS
O=C(NCCCc1ccccc1)c1cccc(NC(=O)c2ccccc2)c1	-7.5	-5.7	-24.8	-3.0	-1.4	-0.5	-8.5	4.7
C[C@H](CO)N1C[C@H](C)[C@@H](CN(C)Cc2ccc(-c3ccccc3)cc2)Oc2c(NC(=O)C3CCOCC3)cccc2C1=O	-2.5	0.9	3.3	-3.6	.	-0.5	1.4	7.2
C[C@@H]1CN([C@@H](C)CO)C(=O)c2cc(NC(=O)CCC(F)(F)F)ccc2O[C@@H]1CN(C)C(=O)Nc1ccc(C(F)(F)F)cc1	1.9	-0.1	-4.8	3.8	.	11.0	11.5	2.3
COc1ccc(NC(=O)CCNS(=O)(=O)c2ccc3[nH]c(=O)oc3c2)cc1Cl	3.3	-3.5	8.5	2.5	-1.7	-3.4	.	-6.2
O=c1[nH]cnc2c1ncn2C1OC(CO)CC1F (centres undefined)	.	-0.9	12.4	.	-1.5	1.0	-7.0	4.2
O=C(NC1CCOC1=O)c1ccccc1 (centres undefined)	14.7	-2.2	-40.1	-4.4	.	14.8	7.2	-3.9
